Compound activity from PubChem BioAssay.
OPRM1-OPRD1 inv – mu-delta opioid heterodimer inverse agonism; P35372+P41143; cell-based MOR-DOR heterodimer luminescence; inhibition, % at 9.3 µM; 0.21% of 340,000 active; AID 504357; in the data active means inhibition above about 22%, passing the limit was not always enough;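 further: 0% = cells with DMSO and 100% = wells without cells with DMSO; values of inactives mirror those of a sister screen read the other way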
HTR5A inv ag – counter-screen for OPRM1-OPRD1 inverse agonists: human HTR5A inverse agonism. 0.083% of 340,000 active. P47898. inhibition, % at 9.3 µM. AID 504634. HTR5A cell line, luminescence; in the data active means inhibition mostly above about 23%, no sharp cut-off; inactive means mostly below about 18%;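 further: 0% = cells with DMSO and 100% = no-cell wells with DMSO; some compounds called inactive have numbers as strong as hits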
phage Ecoli inh – E. coli growth loss with phage present. growth absorbance. inhibition, % at 11.9 µM. 0.26% of 360,000 active. AID 651602; in the data active means inhibition above about 11%
PKA-R1A activ – PKA-R1A complex activation; 0.083% of 340,000 active; AID 504707; activation, % at 11.4 µM; PKA-R1A dissociation, Cy5-IP20 fluorescence polarization; scaled: DMSO 0%, 113 µM cGMP 100%; P00514+P68181;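 active means percent activation above the mean of all tested compounds plus 3 SD, cut at about 19% in these data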;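 further: higher means more PKAc released from R1A so a rise in polarization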
AddAB inh – less growth of phage-infected E. coli with AddAB; E. coli expressing H. pylori AddAB, absorbance growth; inhibition, % at 11.9 µM; 0.29% of 330,000 active; AID 435030; in the data active means inhibition above about 12%;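 further: 0% = vehicle wells of infected cells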
Pemphigus Ab inh – human desmoglein-3 autoantibody binding inhibition; DSG3-coupled beads, scFv-anti-DSG3-GFP binding, flow cytometry; active compounds read low; binding (percent of control), % at 10 µM; 0.48% of 310,000 active; AID 588358;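 active means binding more than 3 SD below its plate's average and above zero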;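 further: hits lower antibody fragment binding to DSG3; some compounds called inactive have numbers as strong as hits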
Target sequence (P32926 whole entry, looked up, the tested form may be a part): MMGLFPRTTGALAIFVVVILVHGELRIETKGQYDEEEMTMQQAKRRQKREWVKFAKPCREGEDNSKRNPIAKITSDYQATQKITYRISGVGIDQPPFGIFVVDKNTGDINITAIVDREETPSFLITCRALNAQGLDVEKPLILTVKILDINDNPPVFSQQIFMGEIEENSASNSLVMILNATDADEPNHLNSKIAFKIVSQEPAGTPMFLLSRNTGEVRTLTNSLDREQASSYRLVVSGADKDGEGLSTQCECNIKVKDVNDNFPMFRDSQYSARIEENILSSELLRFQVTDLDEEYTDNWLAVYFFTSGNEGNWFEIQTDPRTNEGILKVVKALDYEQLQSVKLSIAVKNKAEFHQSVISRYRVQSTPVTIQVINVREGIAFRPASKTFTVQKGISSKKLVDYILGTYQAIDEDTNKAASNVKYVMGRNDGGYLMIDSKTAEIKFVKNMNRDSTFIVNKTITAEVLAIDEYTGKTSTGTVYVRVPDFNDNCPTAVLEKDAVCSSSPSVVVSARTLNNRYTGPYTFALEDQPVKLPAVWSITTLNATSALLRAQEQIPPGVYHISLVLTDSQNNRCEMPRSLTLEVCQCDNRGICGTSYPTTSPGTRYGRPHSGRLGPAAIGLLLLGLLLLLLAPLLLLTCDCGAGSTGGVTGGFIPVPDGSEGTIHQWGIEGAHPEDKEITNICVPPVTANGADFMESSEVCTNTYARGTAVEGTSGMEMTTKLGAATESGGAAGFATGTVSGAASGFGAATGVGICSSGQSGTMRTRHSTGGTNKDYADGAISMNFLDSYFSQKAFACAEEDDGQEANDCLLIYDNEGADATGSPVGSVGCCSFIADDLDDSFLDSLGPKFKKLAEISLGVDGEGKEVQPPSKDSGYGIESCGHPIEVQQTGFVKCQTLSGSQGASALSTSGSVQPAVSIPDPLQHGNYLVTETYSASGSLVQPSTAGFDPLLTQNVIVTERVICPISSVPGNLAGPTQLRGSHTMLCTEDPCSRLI
Ecoli viability – reduces bacterial viability in AddAB counter-screen | inhibition, % at 11.9 µM | E. coli V3065 growth, OD600 absorbance, 18 h | 0.27% of 330,000 active;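 active means inhibition above the campaign's mean inhibition across all tested compounds plus 3 SD, cut at about 9.9% in these data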;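 further: uninfected addAB+ strain grown without phage in ampicillin broth; 0% = DMSO wells and 100% = ciprofloxacin 0.95 µg/ml wells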
Mot1-301 SUMO – blocks SUMOylation pathway, rescuing yeast Mot1-301 growth | 1% of 320,000 active | growth rescue, % at 18.8 µM | S. cerevisiae Mot1-301 growth rescue, ATP luminescence, 38.5C; percent above DMSO median, 100 means doubled;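 active means every valid replicate shows activation above 250% relative to neutral control wells; inactive means the rest, any valid replicate at or below 250%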;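 further: OY570 slx delta 5 strain wells were the positive control but not used for scaling; some compounds called inactive have numbers as strong as hits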
PfHsp90 yeast 2 – reduces growth (ATP signal) of yeast expressing P. falciparum Hsp90; inhibition, % at 9.4 µM; S. cerevisiae expressing PfHsp90, BacTiter-Glo ATP, 48 h; yeast lacking PDR1 and PDR3 efflux regulators; 0.32% of 310,000 active;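 active means every replicate shows inhibition above about 80%, whatever the replicate mean, limit read from the data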;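 further: 0% = DMSO neutral controls and 100% = 20 µM radicicol positive controls; yeast relying on Plasmodium falciparum Hsp90 in place of its own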
HTR5A ag – activates human HTR5A in OPRM1-OPRD1 agonist counter-screen; HTR5A agonist assay, luminescence, cell-based; activation, % at 9.3 µM; P47898; 0.61% of 340,000 active; in the data active means activation mostly above about 9.5%, no sharp cut-off; inactive means mostly below about 7.6%;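 further: 0% = cells with vehicle only and 100% = reference agonist; strong numbers were not always called active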
OPRM1-OPRD1 ag – OPRM1-OPRD1 heterodimerization agonism; cells, luminescence; activation, % at 9.3 µM; 0.3% of 340,000 active; in the data active means activation above about 18%;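 further: 0% = vehicle-treated cells and 100% = reference agonist; values of inactives mirror those of a sister screen read the other way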
The depositor's hits bear a star; / = no result given. Hits appear at their usual frequency; overall some 3.2% were active at least once.

SMILES	OPRM1-OPRD1 inv	HTR5A inv ag	phage Ecoli inh	PKA-R1A activ	AddAB inh	Pemphigus Ab inh	Ecoli viability	Mot1-301 SUMO	PfHsp90 yeast 2	HTR5A ag	OPRM1-OPRD1 ag
COc1ccc(N2C(=O)C3CCCN3C2c2ccc(C)cc2)cc1 (stereo unspecified)	-3	-7	1.2	2	5.9	109	-2.3	9	-12	3	0.6
O=C(CC1C(=O)NCCN1Cc1c(F)cccc1Cl)NCCCn1cccn1 (stereo unspecified)	21	11	0.3	-3	1.4	99	0.1	6	-15	-3	-4.1
COc1ccc(CN2C(=O)NC(C)(c3ccc(C)cc3)C2=O)cc1F (stereo unspecified)	-1	-15	-0.3	-12	-1.9	95	-0.6	-3	5	5	0.2
O=C(c1ccccc1Cl)N1CCn2c1nc1ccccc12	/	/	1.3	1	-0.9	96	0.2	3	6	/	/
CCOC(=O)C1CCCN(C(=O)c2ccc(CNS(=O)(=O)c3ccc(C)cc3)cc2)C1 (stereo unspecified)	11	-15	3.0	4	1.5	102	2.9	/	0	-1	-2.1
Cc1cc2oc(=O)cc(-c3cc4ccccc4o3)c2cc1O	-16	-18	0.9	10	1.0	128	-2.9	-20	8	5	3.2
Cc1c(C(=O)NCc2cccs2)oc2ccccc12	7	3	1.5	-8	1.0	/	-2.2	22	-9	-1	-1.3
CCN(CC)C(=O)Nc1ccccc1C	14	-1	1.7	-7	2.4	98	0.0	-14	14	0	-2.5
CCCn1c(-c2cccs2)nc2ccccc21	5	0	5.1	-9	-1.2	109	-3.1	-20	2	1	-0.8
COc1ccc(C2C3=C(CCCC3=O)Nc3n[nH]c(C)c32)cc1OC (stereo unspecified)	3	-4	3.4	-15	1.5	100	0.7	10	4	1	-0.6

SMILES	OPRM1-OPRD1 inv	HTR5A inv ag	phage Ecoli inh	PKA-R1A activ	AddAB inh	Pemphigus Ab inh	Ecoli viability	Mot1-301 SUMO	PfHsp90 yeast 2	HTR5A ag	OPRM1-OPRD1 ag
COc1cccc(N2CC(=O)N(c3cccc(OC)c3)CC2=O)c1	1	2	3.3	-2	1.7	104	0.0	8	10	-3	-0.1
CCOc1ccccc1COC(=O)c1cccc(-n2cnnn2)c1	-15	-6	3.4	1	0.8	107	-1.0	6	/	-1	2.6
O=C(COc1ccccc1)NCC(c1cccs1)N1CCOCC1 (stereo unspecified)	5	6	-1.4	5	2.5	105	4.3	369	35	0	-1.0
COc1ccc(NC(=O)C23CC4CC(C2)CC(c2ccccc2)(C4)C3)c(OC)c1	-11	13	1.5	-9	4.3	101	3.6	10	-2	-4	2.1
COc1cc(OC)c(CN2CCc3c([nH]c4ccccc34)C2)cc1Br	1	-1	4.8	-9	1.2	219	-0.3	4	26	1	-0.2
CCN(CC)c1ccc(S(=O)(=O)N2CCOCC2)cc1NC(=O)COC(=O)/C=C/c1ccc(C)o1	0	-4	1.8	-12	3.5	110	-1.1	66	-39	2	-0.1
CCOCc1c(C(=O)N2CCN(Cc3ccc(Br)s3)CC2)oc2ccccc12	-6	-9	1.6	-1	2.5	103	-0.5	17	-14	2	1.2
CC1CCc2c(ccc3ccccc23)C1=O (stereo unspecified)	-4	-20	4.9	-5	/	109	/	/	-19	5	0.8
O=C1/C(=C\c2cccnc2)SC(=S)N1c1ccc(F)cc1	3	-32	-0.8	-7	1.0	133	0.4	/	27	2	-0.6
O=S(=O)(c1ccccc1)N1CCN(C(=S)NC2CCCC2)CC1	7	-4	2.1	-3	/	105	/	5	4	2	-1.8

SMILES	OPRM1-OPRD1 inv	HTR5A inv ag	phage Ecoli inh	PKA-R1A activ	AddAB inh	Pemphigus Ab inh	Ecoli viability	Mot1-301 SUMO	PfHsp90 yeast 2	HTR5A ag	OPRM1-OPRD1 ag
CC(=O)Nc1ccc(NS(=O)(=O)c2ccc(CN3C(=O)c4cccnc4C3=O)cc2)cc1	10	-13	0.6	-1	3.3	/	-0.3	2	-19	0	-1.9
Cc1ccc(SCCC(=O)N2CCN(S(=O)(=O)c3ccccc3)CC2)cc1	4	15	2.2	11	0.8	97	-0.7	-17	/	-1	-1.1
CSC1=NCCN1C(=O)c1c(-c2c(F)cccc2Cl)noc1C	-5	3	2.8	0	5.2	/	5.4	-3	-2	-1	1.0
CN(C)Cc1c(O)ccc2ccccc12	-18	20	0.4	-4	-3.5	94	-2.2	105	1	1	3.4
O=C(CSc1nnc(CNc2ccc(F)cc2)n1Cc1ccco1)N1CCOCC1	17	-6	1.7	12	1.5	98	-1.0	-16	/	1	-2.9
CC(C)CN(C(=O)/C=C/c1nc2ccccc2s1)C1CCS(=O)(=O)C1 (stereo unspecified)	13	14	1.5	4	5.7	105	1.9	-15	/	-6	-2.5
CCCCCn1c(SCCN2CCOCC2)nc2c1c(=O)[nH]c(=O)n2C	16	-7	0.3	7	0.4	102	-0.8	188	15	-3	-3.1
CC(C)OC(=O)CCc1nc2ccccc2[nH]c1=O	9	-7	1.8	-1	-0.6	/	-0.8	10	/	-3	-1.7
COCCC(C(=O)Oc1c(C(C)(C)C)cc(C)cc1C(C)(C)C)c1ccccc1 (stereo unspecified)	-13	8	4.5	-8	2.0	102	-1.2	-22	14	-3	2.4
CCN(CC)CCn1c2c(c(SCC(=O)Nc3nc(C)cs3)nc1=O)CCC2	6	-3	0.1	0	4.2	74	0.1	-1	-8	1	-0.9

Profiles as entered above. Screens in order: OPRM1-OPRD1 inv | HTR5A inv ag | phage Ecoli inh | PKA-R1A activ | AddAB inh | Pemphigus Ab inh | Ecoli viability | Mot1-301 SUMO | PfHsp90 yeast 2 | HTR5A ag | OPRM1-OPRD1 ag
COCCC(C(=O)Oc1c(C(C)(C)C)cc(C)cc1C(C)(C)C)c1ccccc1 (stereo unspecified) as listed: -13 | 8 | 4.5 | -8 | 2.0 | 102 | -1.2 | -22 | 14 | -3 | 2.4
CC(C)CN(C(=O)/C=C/c1nc2ccccc2s1)C1CCS(=O)(=O)C1 (stereo unspecified) as listed: 13 | 14 | 1.5 | 4 | 5.7 | 105 | 1.9 | -15 | / | -6 | -2.5

Other structures
SMILES	OPRM1-OPRD1 inv	HTR5A inv ag	phage Ecoli inh	PKA-R1A activ	AddAB inh	Pemphigus Ab inh	Ecoli viability	Mot1-301 SUMO	PfHsp90 yeast 2	HTR5A ag	OPRM1-OPRD1 ag
CCCCN(CCCNC(=O)c1ccc2nc(N3CCOCC3)sc2c1)Cc1ccccc1	11	-8	2.6	-13	0.2	105	0.4	110	-9	3	-1.8
CC(/C=N\NC(=O)c1ccc2c(c1)OCO2)c1ccccc1 (stereo unspecified)	18	-4	0.5	4	-0.4	95	2.5	1	-19	2	-3.5
Cc1cc(C)cc(NC(=O)CN2CCN(CCN=CC3=C(O)CC(C)(C)CC3=O)CC2)c1	12	13	1.1	-1	3.3	100	2.0	-4	-4	-4	-2.3
CC(CN1C(C)CCCC1C)OC(=O)c1ccccc1Cl (stereo unspecified)	8	17	-0.6	-7	0.1	/	-0.3	-12	5	0	-1.8
CCCCN1C(=O)/C(=C2/Sc3ccccc3N2C)S/C1=N\c1ncn[nH]1	-10	22	2.7	-13	2.5	104	2.3	12	3	1	2.0
Cc1c(C)[n+](=O)c2c(n1[O-])C(Br)CCC2Br (stereo unspecified)	5	18	1.9	-9	0.6	117	-0.5	-6	7	-3	-1.0
COc1ccc(N2CCN(Cc3oc(CO)cc(=O)c3O)CC2)cc1	13	19	0.8	-2	-0.8	101	-1.8	156	-11	2	-2.2
C#Cc1ccc([C@@H]2C=C(C(=O)O)O[C@H](OCC)[C@H]2CCCO)cc1	11	-13	3.8	-2	1.1	102	-1.4	-9	-40	5	-1.8
Cc1onc(-c2ccccc2Cl)c1C(=O)OCN1C(=O)c2ccccc2C1=O	-10	-7	-0.2	-1	-0.2	107	3.5	5	-6	6	1.8
O=c1cc(O)n(Cc2ccc(F)cc2)c(=O)[nH]1	11	-12	-0.6	1	/	95	/	-12	4	3	-2.0

SMILES	OPRM1-OPRD1 inv	HTR5A inv ag	phage Ecoli inh	PKA-R1A activ	AddAB inh	Pemphigus Ab inh	Ecoli viability	Mot1-301 SUMO	PfHsp90 yeast 2	HTR5A ag	OPRM1-OPRD1 ag
COc1ccc2c(c1)OC1=C(C(=O)CCC1)C2C1=C(O)CCCC1=O (stereo unspecified)	9	5	3.4	-2	0.1	110	0.0	6	-1	-1	-1.6
CC1CN(C(=O)COC(=O)c2cc(Cl)ccc2[N+](=O)[O-])CC(C)O1 (stereo unspecified)	-6	-5	3.6	0	3.2	119	-1.3	23	-17	2	1.1
Cc1ccccc1NC(=S)N(C)Cc1cccs1	6	0	1.7	10	2.0	109	-1.4	-15	/	0	-1.2
O=c1[nH]cnc2c1c(-c1ccccc1)cn2-c1ccc(Br)cc1	-29	6	3.5	-5	1.5	99	1.0	-6	-91	-2	5.3
CN(CC(=O)Nc1cccc(F)c1)C(=O)c1cn(-c2ccccc2)nc1-c1ccc(Cl)cc1	-35	-3	4.5	1	1.0	102	1.4	-11	98*	1	6.6
N#Cc1cccc(NC(=O)COC(=O)c2cccc(N3C(=O)c4ccccc4C3=O)c2)c1	3	-12	3.8	2	-0.6	93	-1.9	1	-4	1	-0.6
Cc1cccc(-n2cccc2)c1C#N	5	-26	2.8	-3	3.3	99	2.2	5	1	2	-0.9
CN(C(=O)Cc1c(C(=O)O)n(C)c2ccccc12)c1ccc(Cl)cc1	14	-1	2.7	-5	0.5	97	-0.1	10	18	0	-3.1
CCc1nccn1CCC(=O)N1CCCC(Nc2ccc(F)cc2)C1 (stereo unspecified)	16	13	0.1	-7	2.4	102	-2.4	-5	13	4	-3.0
CC(C)(C)Cc1nnc(NC(=O)CN2C(=O)c3ccccc3C2=O)s1	15	-7	2.7	3	3.0	100	-1.7	-18	15	3	-2.9
COC(=O)c1ccccc1NC(=O)C1CC(c2ccc(F)cc2)=NO1 (stereo unspecified)	0	-19	4.2	5	-2.3	104	-2.2	-8	17	-1	-0.1
COc1ccc(CCNC(=O)c2cc(-c3ccc(C)c(C)c3O)n[nH]2)cc1OC	-7	-3	1.4	-6	2.2	98	-2.2	18	-22	-3	1.2
COc1ccc(C(=O)NCCS(=O)(=O)N2CCOCC2)cc1	7	-15	1.6	-15	3.9	105	0.5	-3	/	5	-1.1
